Screening results deposited in PubChem by several laboratories.
LAP4 TOR yeast – modulators of TOR pathway LAP4-GFP in S. cerevisiae; S. cerevisiae LAP4-GFP multiplex, flow cytometry GFP, 3 h; median GFP as percent of DMSO wells; GFP response vs DMSO, % at 10 µM; 320,000 tested, 0.34% active;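 active = GFP response vs DMSO above a set limit, about the screen mean plus 3 SD, cut at about 150% in these data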
proCasp7 act – counter-screen: procaspase-7 (human) activation | recombinant procaspase-7, Ac-DEVD-pNA absorbance 405 nm; D23A/D198A/D206A triple mutant, cannot self-cleave; scale: DMSO 0, 5 µM enzyme 100 | AID 463210 | P55210 | 330,000 tested, 0.093% active | activation, % at 8.5 µM;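 active = percent activation above the screen-wide mean plus 3 SD, cut at about 25% in these data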
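Assay system: Uncleavable procaspase-7 mutant enzyme | Input: 2 µM procaspase-7 mutant as dispensed | Timing: 1 h compound preincubation, 2 h substrate cleavage, 25 °C | Repeats: One well per compound | Control set: DMSO wells as 0%, DMSO with 5 µM added PC-7 as 100% | Technique: Epi-absorbance of released pNA at 405 nm, two timepoints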
RPL19A TOR yeast – yeast TOR pathway RPL19A-GFP modulation; percent response vs DMSO, % at 10 µM; AID 2025; S. cerevisiae RPL19A-GFP strain, flow cytometry, 3 h; active compounds read low; 330,000 tested, 0.3% active;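 active = percent response vs DMSO below 50%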;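 also: median channel GFP fluorescence of the barcoded RPL19A-GFP strain; ratio of sample median GFP to plate DMSO average so 100% = DMSO; lower means less RPL19A-GFP as with rapamycin TOR inhibition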
AHR activator – human AHR activation | AHR-responsive luciferase reporter cells, luminescence | 320,000 tested, 2.5% active | P35869 | activation, % at 5 µM | AID 2796; in the data active = activation above about 47%;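 also: 0% = vehicle wells and 100% = reference agonist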
CR mimetic SO – caloric restriction mimetics inhibiting age-related superoxide in yeast. S. cerevisiae aged cells, superoxide DHE fluorescence; active compounds read low. superoxide response (% of plate mean), % at 10 µM. 330,000 tested, 0.18% active. AID 2690;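 active = superoxide response under a set limit, about three screen SD below normal, cut at about 65% in these data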;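 also: yeast aged for seven days with compound at 30 °C before DHE staining; 100% = average MFI of all compound-treated wells on the plate with controls excluded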
JMJD2C inh – blocks human GASC-1 demethylase activity; inhibition, % at 2.35 µM; Q9H3R0; 330,000 tested, 0.069% active; AID 2099; GST-JMJD2C(1-420) H3K9me3 demethylation, DELFIA europium;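 active = more than half of a compound's replicate wells show inhibition beyond 50%, single wells judged on their own value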;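 also: signal counts dimethyl H3K9 product captured on neutravidin plate; 0% = median of DMSO wells and 100% = 0.3 times that DMSO median; strong numbers were not always called active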
Target sequence (Q9H3R0 1-420 limits assumed): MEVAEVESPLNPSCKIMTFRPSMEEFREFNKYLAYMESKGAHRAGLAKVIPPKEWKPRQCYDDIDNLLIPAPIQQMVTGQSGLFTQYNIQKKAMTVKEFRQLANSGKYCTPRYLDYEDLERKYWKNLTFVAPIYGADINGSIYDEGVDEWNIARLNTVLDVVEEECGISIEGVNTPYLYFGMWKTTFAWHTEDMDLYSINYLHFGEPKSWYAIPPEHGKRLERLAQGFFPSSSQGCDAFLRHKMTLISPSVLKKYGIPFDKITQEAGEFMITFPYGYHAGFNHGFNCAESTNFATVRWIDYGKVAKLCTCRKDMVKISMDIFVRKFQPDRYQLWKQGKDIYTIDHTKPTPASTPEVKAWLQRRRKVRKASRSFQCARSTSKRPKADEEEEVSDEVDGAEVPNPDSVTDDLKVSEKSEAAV
MEP2-GFP yeast – modulators of TOR pathway MEP2-GFP in S. cerevisiae. S. cerevisiae MEP2-GFP strain, flow cytometry GFP, 3 h; 100% = DMSO control level. 330,000 tested, 0.51% active. GFP response vs DMSO, % at 10 µM;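 active = GFP response versus DMSO above a set limit, roughly screen mean plus 3 SD, cut at about 180% in these data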;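 also: median GFP fluorescence of the barcode-gated MEP2-GFP cells per well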
procasp3 activ – activators of human procaspase-3; P42574; recombinant procaspase-3 D3A, Ac-DEVD-pNA absorbance 405 nm; activation, % at 8.5 µM; 330,000 tested, 0.11% active; AID 463141;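 active = activation above the mean of all tested compounds plus 3 SD, cut at about 21% in these data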;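 also: 0% = DMSO alone and 100% = DMSO wells spiked with extra 5 µM PC-3 D3A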
Target sequence (P42574 whole entry D9A/D28A/D175A): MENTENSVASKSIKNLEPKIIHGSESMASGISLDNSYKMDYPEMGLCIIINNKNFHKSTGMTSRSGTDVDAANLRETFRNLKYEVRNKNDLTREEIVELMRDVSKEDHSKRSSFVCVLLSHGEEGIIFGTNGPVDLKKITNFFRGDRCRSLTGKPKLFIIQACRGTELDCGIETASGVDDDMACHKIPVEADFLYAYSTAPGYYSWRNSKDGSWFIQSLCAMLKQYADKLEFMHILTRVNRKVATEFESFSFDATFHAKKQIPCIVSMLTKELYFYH
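Compound: 8.5 µM single point, 0.8% DMSO / Material: Autoprocessing-dead procaspase-3 D3A mutant enzyme / Timing: 1 h preincubation plus 2 h reaction at 25 °C / Medium: Zinc-free HEPES/NaCl buffer with 0.01% Triton X-100 at pH 7.4 / Technique: 405 nm absorbance of p-nitroaniline, reads at 0 and 120 min / Repeats: one well per compound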
Active calls of the source: *; / = not tested or not shown; & = joins results of further samples.

The line under a structure holds: LAP4 TOR yeast	proCasp7 act	RPL19A TOR yeast	AHR activator	CR mimetic SO	JMJD2C inh	MEP2-GFP yeast	procasp3 activ
> Cc1cccc(N(C(=O)CCC(=O)Nc2cc(C)on2)C(C(=O)NC2CCCC2)c2cccnc2)c1 (stereo unspecified)
  86	2	89	-3	99	3	109	-5
> CN(C)S(=O)(=O)c1cccc(NC(=O)c2cnccn2)c1
  105	5	101	1	78	-6	100	7
> CC(=O)Cn1c(CN2CCCCC2)nc2ccccc2c1=O
  94	9	100	6	105	-4	117	0
> Cc1ccc(C(=O)N/N=C/c2ccc(OC(=O)c3ccccc3Cl)cc2)cn1
  94	8	102	9	106	15	107	-11
> Cc1cccc(OCC(=O)NCC(=O)N/N=C/c2cccnc2)c1
  113	7	100	1	88	-3	99	15
> COc1ccc(OC)c(NC(=O)C2C3CC4OC(=O)C2C4C3)c1 (stereo unspecified)
  110	-1	105	2	87	-12	107	-5
> CCCCC(O)(C(NC=O)C(=O)OC)C(F)(F)F (stereo unspecified)
  101	0	96	3	94	8	105	6
> O=C(O)CNc1nc(-c2ccccc2)nc2c1oc1ccccc12
  113	5	102	21	105	-6	103	2
> Cc1nc2sccn2c(=O)c1CCN1CCC(=C(c2ccc(F)cc2)c2ccc(F)cc2)CC1
  115	3	103	-1	97	-16&-4	97	6
> COc1ccc(C(=O)c2cnc(/N=C/N(C)C)s2)cc1
  105	2	98	2	132	-4	103	3
> CC(=O)Nc1ccc(NC(=O)c2c(-c3ccccc3)noc2C)cn1
  113	1	105	-2	106	5	99	5
> C=C1c2ccccc2NC(=O)N1c1ccc(OC)cc1
  96	-8	101	26	102	-3	105	-5
> COc1cc2c(cc1OC)C(COc1ccc(C(C)C)cc1)NCC2 (stereo unspecified)
  95	11	106	3	90	-4	106	2
> COc1ccc(CC(=O)NC(C)c2nnc(SCCC(=O)Nc3ccccc3)n2C)cc1 (stereo unspecified)
  102	1	107	3	99	-9	101	4
> COc1ccc(N=C2C(=Nc3ccc(OC)cc3)N(c3ccccc3)C(=S)N2C(=O)c2ccc(Cl)cc2)cc1
  93	-6	98	2	110	18	101	2
> C=CCNc1nc(C(=O)OCC(=O)Nc2ccc(S(N)(=O)=O)cc2)cs1
  87	6	89	0	102	6	92	-13
> Cc1ccccc1C(=O)N1CCN(c2ccc(NC(=O)CSc3ccc(Cl)cc3)cc2)CC1
  100	-2	97	0	108	8	101	-3
> COc1ccc(/C=N/NC(=O)c2cc(-c3ccc(C)cc3C)nc3ccccc23)cc1COC(C)=O
  98	2	97	22	98	0	97	5
> O=C1OCCN1S(=O)(=O)Nc1ccccc1
  93	0	105	3	98	1	102	-4
> CN(C(=O)COc1ccccc1)C1CCS(=O)(=O)C1 (stereo unspecified)
  92	-2	103	0	100	0	109	1

Molecules from the list above that have an aryl thioether with sulfur outside any ring:
The line under a structure holds: LAP4 TOR yeast	proCasp7 act	RPL19A TOR yeast	AHR activator	CR mimetic SO	JMJD2C inh	MEP2-GFP yeast	procasp3 activ
> COc1ccc(CC(=O)NC(C)c2nnc(SCCC(=O)Nc3ccccc3)n2C)cc1 (stereo unspecified)
  102	1	107	3	99	-9	101	4
> Cc1ccccc1C(=O)N1CCN(c2ccc(NC(=O)CSc3ccc(Cl)cc3)cc2)CC1
  100	-2	97	0	108	8	101	-3

(continued)
The line under a structure holds: LAP4 TOR yeast	proCasp7 act	RPL19A TOR yeast	AHR activator	CR mimetic SO	JMJD2C inh	MEP2-GFP yeast	procasp3 activ
> CC(=O)c1sc(-c2ccccc2)nc1C
  117	7	94	-4	96	7	108	4
> C/C(CC(=O)Nc1ccc(C)c(Cl)c1)=N\NC(=O)Cc1cccs1
  111	-1	101	5	102	5	101	1
> O=C(NCCc1ccc(Cl)cc1)c1cc(-c2ccncc2)nc2ccccc12
  102	2	102	6	130	5	103	2
> CCCCN(C(=O)CC(c1ccccc1)c1ccccc1)c1c(N)n(CCC)c(=O)[nH]c1=O
  94	-3	101	4	100	14	106	7
> COCCN(C(=O)CSCc1ccccc1)c1c(N)n(Cc2ccccc2)c(=O)[nH]c1=O
  80	-4	104	1	105	-4	95	6
> O=Cc1c(C(=O)O)n(CC(=O)O)c2ccccc12
  101	-7	100	16	85	-7	107	1
> COc1cc(NC(=O)c2cc(Br)cc(C)c2OC)ccc1NC(=O)C(C)C
  108	0	103	4	85	3	96	-3
> Oc1ccc(C(c2nnnn2C2CCCC2)N2CCc3ccccc3C2)cc1 (stereo unspecified)
  88	-32	95	9	87	4	101	-8
> CC(C)OCc1ccc(C(=O)N2CCN(CC(=O)N3CCCC3)CC2)cc1
  90	-4	92	1	93	6	93	0
> O=C(O)CCNc1nc(C(F)(F)F)nc2ccccc12
  100	13	104	-2	96	-3	102	2
> CNS(=O)(=O)c1cnccc1N1CCN(C)CC1
  84	-6	100	4	122	-13	96	-5
> COc1ccc2c(CC(=O)OCC(=O)c3ccccc3OC)coc2c1
  105	8	98	-1	114	0	101	-5
> COc1cc(C#N)ccc1OCC(=O)Nc1cccc(S(=O)(=O)N2CCCC2)c1
  105	-1	98	0	98	0	107	1
> Cc1ccc(NCc2ccccc2F)cc1
  121	0	91	9	95	5	109	0
> COc1cccc(C(=O)C2CCCN(C(=O)c3ccccc3Cl)C2)c1 (stereo unspecified)
  98	-2	93	2	95	-5	94	9
> O=C(Nc1ccc(-c2n[nH]c(=S)o2)cc1)c1ccccc1Cl
  99	3	97	6	104	2	103	-9
> COc1cccc(-c2cc(C(=O)Nc3c(C)nn(Cc4ccccc4)c3C)no2)c1
  114	6	102	-4	104	-1	102	-1
> CCOC(=O)CN(c1ccccc1C)S(=O)(=O)c1ccc(Cl)cc1
  80	11	102	-5	92	-8	92	-3
> COc1ccc(NC(=O)C2CCOC2=O)cc1 (stereo unspecified)
  101	6	95	0	99	2	97	4
> Cc1ccc(NC(=O)c2ccc(OCc3c(C)noc3C)cc2)cc1
  97	3	101	1	95	16	105	-3

3 compounds from above, sorted by the value under AHR activator, low to high.
compound,LAP4 TOR yeast,RPL19A TOR yeast,AHR activator,JMJD2C inh,MEP2-GFP yeast,procasp3 activ
CCOC(=O)CN(c1ccccc1C)S(=O)(=O)c1ccc(Cl)cc1,80,102,-5,-8,92,-3
COc1cccc(-c2cc(C(=O)Nc3c(C)nn(Cc4ccccc4)c3C)no2)c1,114,102,-4,-1,102,-1
CCCCC(O)(C(NC=O)C(=O)OC)C(F)(F)F (stereo unspecified),101,96,3,8,105,6

The listing continues.
The line under a structure holds: LAP4 TOR yeast	proCasp7 act	RPL19A TOR yeast	AHR activator	CR mimetic SO	JMJD2C inh	MEP2-GFP yeast	procasp3 activ
> COc1ccc(/C=C/c2ccncc2)cc1
  102	-14	101	0	98	6	112	1
> Cc1cc(N2CCOCC2)n2nc(C(F)(F)F)c(-c3ccccc3)c2n1
  90	/	103	/	110	3	105	/
> Cc1onc(-c2ccc(Cl)cc2Cl)c1-c1csc(COc2ccccc2)n1
  104	5	96	4	81	/	96	9
> CCN(CC(=O)Nc1ccc(N2CCOCC2)cc1)C(=O)Cc1ccccc1
  109	-1	96	0	130	1	90	3
> CCOc1ccc(S(=O)(=O)N(CC)CC(=O)N2CCCC2)cc1
  92	0	102	-2	91	-14	97	-1
> COc1cccc(Cn2cnc3c(NS(=O)(=O)c4ccc(Cl)cc4)c(C)c(C)cc32)c1
  84	8	87	0	109	-25	86	-5
> COc1ccc(C2(CNC(=O)Cc3ccc(OC)c(OC)c3)CCCC2)cc1
  101	-6	104	4	112	-24	106	3
> CC1(c2ccccc2)NC(=O)N(CC(=O)NNC(=O)c2ccccc2)C1=O (stereo unspecified)
  80	7	99	1	100	-7	90	5
> Cc1ccc(NC(=S)N(Cc2ccco2)C(C)c2cccs2)cc1 (stereo unspecified)
  105	3	95	0	112	-1	93	3
> O=C([C@@H]1CC=C[C@@H]2CCN(C3CCCCC3)C(=O)[C@@H]21)N1CCN(c2ccccc2)CC1
  95	-5	101	2	87	-27	106	-1
> CCCOc1ccc(N2C(=O)C3C4C=CC(CC4)C3C2=O)cc1 (stereo unspecified)
  95	-1	88	1	119	5	90	-7
> Cc1ccc(S(=O)(=O)c2c(COC(=O)c3ccc(Cl)cc3)c(-c3ccccc3)nn2C)cc1
  94	2	96	2	98	6	101	-2
> CC(=O)Nc1ccc(S(=O)(=O)NNC(=O)c2ccc3c(c2)OCO3)cc1
  86	-10	102	4	95	7	99	-5
> CCCCCn1nc(C(=O)OCC(=O)c2c(N)n(C)c(=O)n(C)c2=O)c2ccccc2c1=O
  103	4	99	1	87	-2	116	5
> Cc1cc(NC(=O)c2c(F)cccc2Cl)no1
  85	3	103	-2	112	8	103	-2
> CC(=O)N1c2ccc(S(=O)(=O)NCCC(=O)NC3CCCCCC3)cc2CC1C (stereo unspecified)
  113	-6	113	1	94	-4	116	-8
> O=C(c1ccc(Cl)c(S(=O)(=O)N2CCCCC2)c1)N1CCN(Cc2ccccc2)CC1
  98	2	109	-2	114	13	104	0
> COc1ccccc1C(c1nnnn1C(C)(C)C)N1CCN(Cc2ccccc2)CC1 (stereo unspecified)
  114	2	105	1	83	15	129	4
> Cc1ccc(NC(=O)CN2CCN(S(=O)(=O)c3ccc(F)cc3)CC2)cc1C
  100	-6	93	0	104	-3	98	1
> CCCCn1nc(C(=O)N(C)C2CCCCC2)c2ccccc2c1=O
  115	9	106	-1	110	13	95	22*
> COc1ccc(C(=O)/C=C/Nc2ccc(S(N)(=O)=O)cc2)cc1OC
  103	3	98	-1	96	-5	101	3
> Cc1cc2ccccn2c1C(=O)c1nc(NCc2ccccc2)ncc1Cl
  91	2	109	11	113	15	100	13
> O=C(O)c1cccc(NC(=S)N/N=C/c2ccccn2)c1
  93	-19	103	-9	83	8	102	-5
